AddAB inh = less growth of phage-infected E. coli with AddAB | E. coli expressing H. pylori AddAB, absorbance growth | 0.29% of 330,000 active | inhibition, % at 11.9 µM; in the data active = inhibition above about 12%;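 note: 0% = vehicle wells of infected cells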
MOR-DOR ag = OPRM1-OPRD1 heterodimerization agonism; P35372+P41143; cells, luminescence; activation, % at 9.3 µM; 0.3% of 340,000 active; AID 504326; in the data active = activation above about 18%;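 note: 0% = vehicle-treated cells and 100% = reference agonist; values of inactives mirror those of a sister screen read the other way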
HTR5A ag = activates human HTR5A in OPRM1-OPRD1 agonist counter-screen; P47898; HTR5A agonist assay, luminescence, cell-based; activation, % at 9.3 µM; 0.61% of 340,000 active; AID 504692; in the data active = activation mostly above about 9.5%, no sharp cut-off; inactive = mostly below about 7.6%;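 note: 0% = cells with vehicle only and 100% = reference agonist; strong numbers were not always called active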
Mot1-301 SUMO = inhibitors of SUMOylation pathway: yeast Mot1-301 growth rescue; 1% of 320,000 active; AID 2716; growth rescue, % at 18.8 µM; S. cerevisiae Mot1-301 growth rescue, ATP luminescence, 38.5C; percent above DMSO median, 100 means doubled;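 active = every valid replicate shows activation above 250% relative to neutral control wells; inactive = the rest, any valid replicate at or below 250%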;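 note: OY570 slx delta 5 strain wells were the positive control but not used for scaling; some compounds called inactive have numbers as strong as hits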
PfHsp90 yeast 2 = reduces growth (ATP signal) of yeast expressing P. falciparum Hsp90; S. cerevisiae expressing PfHsp90, BacTiter-Glo ATP, 48 h; yeast lacking PDR1 and PDR3 efflux regulators; inhibition, % at 9.4 µM; 0.32% of 310,000 active; AID 504621;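 active = every replicate shows inhibition above about 80%, whatever the replicate mean, limit read from the data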;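 note: 0% = DMSO neutral controls and 100% = 20 µM radicicol positive controls; yeast relying on Plasmodium falciparum Hsp90 in place of its own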
phage Ecoli inh = E. coli growth loss with phage present | AID 651602 | growth absorbance | 0.26% of 360,000 active | inhibition, % at 11.9 µM; in the data active = inhibition above about 11%
HTR5A inv ctr = counter-screen for OPRM1-OPRD1 inverse agonists: human HTR5A inverse agonism; HTR5A cell line, luminescence; inhibition, % at 9.3 µM; 0.083% of 340,000 active; AID 504634; in the data active = inhibition mostly above about 23%, no sharp cut-off; inactive = mostly below about 18%;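 note: 0% = cells with DMSO and 100% = no-cell wells with DMSO; some compounds called inactive have numbers as strong as hits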
PKA-R1A activ = activates the PKA-R1A holoenzyme complex. P00514+P68181. PKA-R1A dissociation, Cy5-IP20 fluorescence polarization; scaled: DMSO 0%, 113 µM cGMP 100%. activation, % at 11.4 µM. 0.083% of 340,000 active. AID 504707;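 active = percent activation above the mean of all tested compounds plus 3 SD, cut at about 19% in these data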;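 note: higher means more PKAc released from R1A so a rise in polarization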
OPRM1-OPRD1 inv = inverse agonists of human mu-delta opioid receptor heterodimerization | P35372+P41143 | cell-based MOR-DOR heterodimer luminescence, inverse agonism | inhibition, % at 9.3 µM | 0.21% of 340,000 active | AID 504357; in the data active = inhibition above about 22%, passing the limit was not always enough;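 note: 0% = cells with DMSO and 100% = wells without cells with DMSO; values of inactives mirror those of a sister screen read the other way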
Ecoli viability = reduces bacterial viability in AddAB counter-screen. E. coli V3065 growth, OD600 absorbance, 18 h. inhibition, % at 11.9 µM. 0.27% of 330,000 active. AID 449728;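 active = inhibition above the campaign's mean inhibition across all tested compounds plus 3 SD, cut at about 9.9% in these data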;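 note: uninfected addAB+ strain grown without phage in ampicillin broth; 0% = DMSO wells and 100% = ciprofloxacin 0.95 µg/ml wells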
DSG3 Ab inh = human desmoglein-3 autoantibody binding inhibition; P32926; DSG3-coupled beads, scFv-anti-DSG3-GFP binding, flow cytometry; active compounds read low; binding (percent of control), % at 10 µM; 0.48% of 310,000 active;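 active = binding more than 3 SD below its plate's average and above zero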;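 note: hits lower antibody fragment binding to DSG3; some compounds called inactive have numbers as strong as hits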
Target sequence (P32926 whole entry, looked up, the tested form may be a part): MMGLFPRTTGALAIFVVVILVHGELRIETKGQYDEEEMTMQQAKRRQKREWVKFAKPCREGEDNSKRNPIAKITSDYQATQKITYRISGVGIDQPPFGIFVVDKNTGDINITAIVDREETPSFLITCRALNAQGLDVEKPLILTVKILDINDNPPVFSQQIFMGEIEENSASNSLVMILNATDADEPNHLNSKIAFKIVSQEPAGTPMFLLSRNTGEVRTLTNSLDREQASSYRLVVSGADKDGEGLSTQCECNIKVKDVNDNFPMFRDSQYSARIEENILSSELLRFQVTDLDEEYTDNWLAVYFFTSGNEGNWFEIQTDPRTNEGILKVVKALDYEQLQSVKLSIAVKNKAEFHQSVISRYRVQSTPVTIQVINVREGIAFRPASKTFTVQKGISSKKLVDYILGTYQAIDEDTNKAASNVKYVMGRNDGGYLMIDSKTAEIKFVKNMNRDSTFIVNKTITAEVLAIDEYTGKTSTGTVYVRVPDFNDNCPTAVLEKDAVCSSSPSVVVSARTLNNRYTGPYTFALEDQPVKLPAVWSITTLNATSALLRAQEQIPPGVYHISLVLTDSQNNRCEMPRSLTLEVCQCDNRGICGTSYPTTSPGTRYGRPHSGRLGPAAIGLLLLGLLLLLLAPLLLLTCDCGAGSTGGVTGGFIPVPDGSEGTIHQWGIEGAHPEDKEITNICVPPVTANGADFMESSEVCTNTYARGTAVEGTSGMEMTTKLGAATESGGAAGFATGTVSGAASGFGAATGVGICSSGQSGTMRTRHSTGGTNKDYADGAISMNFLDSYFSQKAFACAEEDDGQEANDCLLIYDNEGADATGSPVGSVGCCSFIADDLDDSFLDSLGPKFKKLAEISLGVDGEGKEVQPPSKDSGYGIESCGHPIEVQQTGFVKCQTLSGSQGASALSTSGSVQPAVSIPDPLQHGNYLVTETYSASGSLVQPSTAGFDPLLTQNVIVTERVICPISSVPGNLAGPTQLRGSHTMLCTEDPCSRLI
Active calls of the source: *; . = no result given. Rows were taken by chance; 3.2% or so of the library scored in one or more.

SMILES	AddAB inh	MOR-DOR ag	HTR5A ag	Mot1-301 SUMO	PfHsp90 yeast 2	phage Ecoli inh	HTR5A inv ctr	PKA-R1A activ	OPRM1-OPRD1 inv	Ecoli viability	DSG3 Ab inh
CC(C(=O)O)n1c2ccccc2c2cn[nH]c(=O)c21 (centres undefined)	0.9	-1.8	-1.0	12.2	-17.8	2.4	3.9	7.2	10.6	-0.5	100.4
Cc1nnsc1C(=O)NNc1ccc(Cl)cc1	0.4	1.5	1.2	-5.6	35.4	0.3	6.8	8.6	-7.3	-0.5	.
CC1CSc2n(-c3cccc(C(F)(F)F)c3)cc(-c3ccccc3)[n+]21 (centres undefined)	3.6	-0.7	0.5	8.1	.	0.8	-2.2	-5.9	3.1	0.4	113.2
N#CC1=C(N)Oc2c(sc3ccccc23)C1c1ccco1 (centres undefined)	0.3	2.4	2.7	-9.2	-24.9	2.9	12.6	-1.9	-10.8	-2.6	.
COC(=O)c1ccc(CSc2nc3ccccc3c(=O)n2-c2cccc(OC)c2)o1	0.4	-0.1	-1.0	-7.2	-18.3	1.6	2.4	0.8	0.8	1.9	104.3
CCCCOC(=O)Cn1c(=O)c2c(nc(Br)n2Cc2ccccc2)n(C)c1=O	1.1	-3.2	3.0	73.4	.	-2.6	3.2	-10.4	17.5	0.6	.
C#CCOCCOCCOCCNc1nc(N2CCN(C(=O)CCCCCCCCCCNC(=O)[C@H](CCCCN)n3cc(C)nn3)CC2)nc(N2CCN(C(=O)CCCCCCCCCCNC(=O)[C@@H]([C@H](C)CC)n3cc(CCCCCN)nn3)CC2)n1	0.8	7.9	3.9	-21.0	21.8	.	-26.2	7.7	-42.5	-0.4	150.0
Cc1ccc(CSc2[nH]c(=O)ncc2C)cc1	3.2	-2.8	5.7	227.9	-15.0	1.9	-5.2	-6.8	14.6	-1.1	100.3
COc1ccccc1N1Cc2ccccc2C1	0.5	-1.1	-0.8	.	-20.2	2.9	19.8	-4.8	5.4	-3.4	.
O=C(N/N=C/c1ccc(Br)cc1)c1ccc(NC(=O)c2ccccc2)cc1	.	-1.6	2.2	.	-10.1	2.7	-25.5	-5.8	7.8	.	101.0

Whole records from above.
CC(C(=O)O)n1c2ccccc2c2cn[nH]c(=O)c21 (centres undefined) reads AddAB inh = 0.9; MOR-DOR ag = -1.8; HTR5A ag = -1.0; Mot1-301 SUMO = 12.2; PfHsp90 yeast 2 = -17.8; phage Ecoli inh = 2.4; HTR5A inv ctr = 3.9; PKA-R1A activ = 7.2; OPRM1-OPRD1 inv = 10.6; Ecoli viability = -0.5; DSG3 Ab inh = 100.4
CCCCOC(=O)Cn1c(=O)c2c(nc(Br)n2Cc2ccccc2)n(C)c1=O reads AddAB inh = 1.1; MOR-DOR ag = -3.2; HTR5A ag = 3.0; Mot1-301 SUMO = 73.4; PfHsp90 yeast 2 = .; phage Ecoli inh = -2.6; HTR5A inv ctr = 3.2; PKA-R1A activ = -10.4; OPRM1-OPRD1 inv = 17.5; Ecoli viability = 0.6; DSG3 Ab inh = .

Next part:
SMILES	AddAB inh	MOR-DOR ag	HTR5A ag	Mot1-301 SUMO	PfHsp90 yeast 2	phage Ecoli inh	HTR5A inv ctr	PKA-R1A activ	OPRM1-OPRD1 inv	Ecoli viability	DSG3 Ab inh
Cc1ccc2[nH]c(=O)c(CN(Cc3cccnc3)Cc3nnnn3CCN3CCOCC3)cc2c1	-0.5	-1.5	-2.2	136.5	-6.7	0.3	11.6	0.6	9.2	-0.7	96.7
Cc1ccc(-c2ccc(=O)n(CC(=O)N3CCN(c4cc(Cl)ccc4C)CC3)n2)cc1	3.5	3.2	0.1	189.3	.	2.5	-31.9	-2.3	-16.1	-3.2	100.9
CCC(=O)Nc1ccc(N/C(N)=N/c2nc(C)cc(C)n2)cc1	-1.3	-2.9	-1.6	6.7	-2.6	1.2	-5.1	-8.5	14.9	-2.0	119.6
O=C(Cc1cccs1)N1CCCC(c2nc3c(nnn3Cc3ccc(F)cc3)c(=O)[nH]2)C1 (centres undefined)	-0.8	-0.2	-1.2	532.9*	6.3	1.2	-12.4	1.4	1.2	-1.1	98.3
CC1CCCCC1NC(=O)CCNS(=O)(=O)c1ccc(Cl)cc1 (centres undefined)	1.1	-1.7	-0.8	3.1	0.7	1.6	-13.6	-8.9	9.3	1.4	.
O=C1OC(c2ccccc2)(c2cc(Br)ccc2O)c2ccccc21 (centres undefined)	.	9.6	2.8	.	-114.8	4.6	-11.0	-11.5	-49.2	.	99.0
COc1ccc(OC)c(C(c2nnnn2C2CCCC2)N2CCN(c3ccccc3)CC2)c1 (centres undefined)	3.4	2.6	-3.4	-1.5	6.0	-0.2	-7.3	-0.5	-10.7	0.2	107.8
CCN1C(=O)CC(N2CCN(C(c3ccccc3)c3ccccc3)CC2)C1=O (centres undefined)	0.9	-0.4	2.0	-12.8	-9.4	-0.9	-30.8	4.6	2.1	-3.9	97.8
CCCS(=O)(=O)c1c(S(=O)(=O)CCC)c2cnccn2c1C(=O)c1ccc(CC)cc1	0.6	-1.7	-7.4	.	-10.6	3.7	12.7	-0.9	9.6	-2.0	106.8
Cc1cc(-c2c(C(=O)N3CCOCC3)c(C)nn2-c2ccccc2)no1	-2.6	-2.1	-1.9	2.2	-14.2	-1.3	5.0	-5.8	10.5	-1.6	.
COCc1ccc([C@@H]2C[C@H]3CN(Cc4ccccc4C)C(=O)[C@]34CCCN24)o1	-1.0	-1.4	2.6	-1.1	-16.5	3.7	3.8	4.2	7.2	-0.9	90.2
O=C(O)CCC(=O)N1CCN(c2cccc(Cl)c2)CC1	-0.6	-2.9	1.6	-10.5	13.7	0.6	-5.8	-8.1	17.3	-0.1	98.0
CCOC(=O)c1c(NC(=O)CSc2ncnc3ccccc23)sc(C)c1C	4.3	0.0	0.9	7.3	-7.2	2.6	-9.9	-1.0	0.0	-0.7	106.2
COc1cc(C2c3[nH]c4ccccc4c3C[C@H]3C(=O)N(CCO)CC(=O)N23)cc(OC)c1OC (some centres undefined)	-1.1	-4.4	3.2	-8.3	12.7	3.2	-12.1	-6.7	19.5	-1.4	101.2
COC(=O)c1cnc(N2CCOCC2)nc1C(F)(F)F	3.0	-1.9	-0.8	-6.9	2.3	1.8	5.7	-3.6	9.8	1.3	112.5
CC(=O)N=c1sccn1CC(O)c1ccccc1 (centres undefined)	-1.2	-1.7	-5.2	3.1	4.6	3.1	20.4	5.3	9.9	-1.4	92.8
CC(/C=N/NC(=O)CSc1nc(C)cc(C)n1)=C\c1ccccc1	1.5	-2.5	2.8	6.7	-2.1	3.5	-26.2	-5.5	12.8	-0.3	95.4
CCN(CC)CCN(C(=O)c1ccc2c(c1)CCCC2)c1nc2ccc(OC)cc2s1	1.8	2.7	-0.9	-0.9	25.7	1.7	3.2	12.6	-15.5	0.3	123.5
CC1CCN(C(=O)Cn2c(SCC(=O)Nc3nccs3)nc3ccccc32)CC1	0.1	.	.	517.9	-21.9	1.3	.	1.9	.	-1.3	103.1
COc1ccc(Br)cc1CN(C)C(=O)Cc1ccc(OC)c(S(=O)(=O)N2CCOCC2)c1	0.9	-3.2	0.6	-9.1	.	-2.0	-1.6	5.4	13.7	1.4	99.4
Cc1ccc(S(=O)(=O)N(C)c2ccc(C)c([N+](=O)[O-])c2)cc1	5.8	0.3	-0.1	0.1	-0.6	3.2	0.2	-14.1	-2.0	0.9	84.5
c1ccc2c(-c3nc(-c4ccncc4)no3)cccc2c1	0.3	2.2	8.9	3.5	-12.2	1.7	-28.9	-1.6	-11.5	-0.2	98.2
CC(C)CCn1c(C(C)O)nc2ccccc21 (centres undefined)	1.5	-2.0	1.2	432.8*	-6.6	2.0	-10.3	3.4	11.5	2.4	106.6
COc1ccc(NC(=O)CSc2nnc(CNC(=O)COc3ccc(Cl)cc3)o2)c(OC)c1	0.6	-1.7	0.8	-0.6	-4.6	-0.6	-20.1	6.2	9.6	-3.7	82.4
O=c1ccc2cc(S(=O)(=O)Nc3ccc(F)cc3)ccc2o1	-1.1	-3.6	0.2	21.3	-27.0	-0.2	-3.9	-6.9	14.9	-3.2	.
CC(C)C[C@H](NC(=O)c1nc[nH]c1C(=O)N[C@@H](CC(C)C)C(=O)OC(C)(C)C)C(=O)OC(C)(C)C	3.2	-3.1	0.6	-4.0	-4.9	1.0	-1.9	5.6	18.2	-2.8	103.4
O=C1Cc2ccccc2Sc2c(OCCN3CCCCC3)cccc21	1.1	-5.3	-1.9	21.5	6.9	3.2	-15.0	-1.1	28.7	-2.3	127.8
Cc1ccc(S(=O)(=O)N(C)CC(=O)NCC(c2ccc(F)cc2)N2CCOCC2)cc1 (centres undefined)	1.0	-3.1	-0.9	-1.3	11.9	1.4	2.3	-9.0	13.4	0.5	97.3
O=C(Nc1ccc(N2CCOCC2)cc1)c1cnsn1	.	-0.9	4.4	.	-7.0	2.7	-6.9	-9.5	5.5	.	101.3
COc1ccc(CN(C(=O)CCC(=O)Nc2cc(C)on2)C(C(=O)NC(C)(C)C)c2cccc(OC)c2OC)cc1 (centres undefined)	-1.9	1.6	0.9	90.7	-1.7	2.4	-23.9	-4.0	-11.4	-0.4	.
CC(C)(C)OC(=O)N1CCC(C(=O)N[C@H](C(=O)O)c2ccccc2)(c2ccccc2)CC1	-2.2	-4.5	0.5	-18.5	-10.4	3.7	-2.0	-11.7	22.5	-3.1	94.1
CCCn1nc(C(=O)OCC(=O)Nc2cccc(OC)c2)c2ccccc2c1=O	3.1	-1.2	4.1	-21.2	5.2	4.4	-10.7	-10.6	6.9	-1.5	99.3
C/C=C(\C)CN1CCCC(N(C)CCc2ccc(OC)c(OC)c2)C1 (centres undefined)	-1.2	0.0	3.2	16.5	-18.9	-1.6	-9.0	0.5	0.0	0.4	104.8
COc1ccc(CCN(C)C(=O)CSc2nnnn2C)cc1OC	0.3	-1.9	1.0	-3.9	25.1	3.3	3.6	-7.2	10.0	2.9	97.2
COc1ccccc1C1CC(=O)NC(C)=C1C(=O)OCC1CCCO1 (centres undefined)	2.2	-1.8	2.2	-16.9	-4.5	2.1	-2.6	10.8	8.4	1.6	97.2
Cc1ccc(NC(=O)CSc2nnc(-c3ccncc3)n2C)cc1C	0.6	-0.4	0.1	-8.3	.	-2.2	-0.2	2.7	1.9	0.4	102.3
COc1ccccc1OCCNC(=O)C1CC(=O)N(Cc2ccc(C)cc2)C1 (centres undefined)	-0.8	-0.9	0.9	8.0	.	4.3	-2.5	-3.3	5.7	0.4	96.2
CC(=O)NCCNC(=O)CCNC(=O)c1ccc(Cl)cc1	0.3	-0.9	3.1	18.6	-32.8	2.4	-9.2	-5.0	5.2	-0.6	107.5
CCN(CC)CCCNC(=O)CCC(=O)Nc1ccc2nc(N3CCC(C)CC3)cc(C)c2c1	0.0	-1.4	-0.2	-7.3	-25.9	1.3	9.9	-5.3	7.2	0.5	93.7
Cc1ccc2c(c1)CCCN2CC(=O)Nc1cc(S(=O)(=O)N2CCCC2)ccc1Cl	-2.1	-0.5	2.7	0.6	-3.2	1.2	9.7	-12.9	1.8	-2.1	98.5
CC(C)(C)NC(=O)CN(C(=O)C(=O)Nc1ccc2c(c1)OCCO2)C1CC1	-0.6	0.0	-2.0	-18.3	33.6	0.9	-12.9	-1.5	-0.3	1.1	.
